# PTAP TSG101 blk: blocks PTAP/TSG101 interaction to inhibit HIV-1 budding; Fluorescence polarization, FITC-PTAP peptide / Tsg101 binding; 340,000 tested, under 10 active; Potency, µM (series often up to 115 µM), without a hit: at the top dose activity change, negative = inhibition, usual class: inhibitors; Q99816; active = well fitted inhibition curve with a large enough effect in the main read-out, with a control signal flat, not every such curve was filed as active; inconclusive = small, poorly fitted or top-dose-only effect, or effect the other way, or a change in a side signal; inactive = no such curve, though single readings can be large or run the other way; also: potency is read from the fitted curve at half-maximal effect; % of control where 0% means no effect
#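 Fluorescence anisotropy tracks displacement of a FITC-tagged PTAP peptide (50 nM) from the Tsg101 binding domain (10 uM), following a 20 min room-temperature incubation at pH 7.5.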
# MLL CXXC-DNA inh: inhibitors of human MLL CXXC domain-DNA interaction; Q03164; MLL-CXXC / FITC-HOXA9 DNA fluorescence polarization; Potency, µM (titrated, usually from 115 µM), for inactives: top-dose activity change, negative = inhibition, hits mostly inhibitors; hit rate 0.037% among 290,000; AID 2662; active = well fitted inhibition curve with a large enough effect in the polarisation, with a control signal flat, not every such curve was filed as active; inconclusive = small, poorly fitted or top-dose-only effect, or effect the other way, or a change in a side signal; inactive = no such curve, though single readings can be large or run the other way; the % refers to the polarisation; also: potency is read from the fitted curve at half-maximal effect
#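 Purified MLL-CXXC (added from a 7 uM solution) was preincubated 5 min at ambient with pinned compounds in 50 mM Tris-HCl pH 7.5, 50 mM NaCl, 1 mM DTT, 0.05% BSA. Fluorescein-labeled HOX-A9 DNA (50 nM solution) followed, 30 min, then polarization read.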
# ELG1 DNA repair: blocks ELG1-dependent DNA repair in HEK293T cells. HEK293T ELG1-luciferase reporter, luminescence, 16 h; DNA damage induced by 5-fluorouridine. Potency, µM (highest dose often 46.1 µM), inactives show at the top dose activity change, negative = inhibition, usual class: inhibitors. hit rate 2.3% among 330,000; also: potency is read from the fitted curve at half-maximal effect; % is scaled to controls: 0 for no effect and ±100 for the full control effect; nearly all actives have a fitted effect of over 55% in size
#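 HEK293T cells expressing luciferase-tagged ELG1 (2,000/well) received 5-Fluorouridine plus compound or DMSO for 16 hr at 37 °C. Luciferase was read by ONE-Glo luminescence after 30 min at room temperature.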
# p53 reactivator: restores transcriptional activity of mutant p53; H1299 p53-A138V BP100-luciferase reporter, luminescence, 24 h; Potency, µM (highest dose often 92.2 µM), inactives show at the highest dose activity change, positive = activation, most hits filed as activators; hit rate 0.063% among 320,000; also: potency is read from the fitted curve at half-maximal effect; % of control where 0% means no effect; nearly all actives have a fitted effect of over 45% in size
#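 H1299 (p53-null), stable ts p53-A138V + BP100-Luc; 1000 cells/well, Opti-MEM/10% FBS; cpd 4 pt, 1:5; 24 h, 37 deg C, 5% CO2; detection reagent 10 min RT; luminescence.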
# BRCA1 expr up: increases BRCA1 expression; Potency, µM (doses to about 46.1 µM), for inactives: at the highest dose activation, most hits filed as activators; MCF7-BRCA1-FFLuc reporter, luminescence, 48 h; response scale: scaled: vehicle 0%, 10 µM genistein 100%; hit rate 1.1% among 380,000; AID 624202; also: potency is read from the fitted curve at half-maximal effect; nearly all actives have a fitted effect of over 80% in size; some results filed as inactive show a strong effect at the top dose
#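 MCF7-BRCA1-FFLuc, 2000 cells/well; 2 h attach, 37 °C/5% CO2; compound 48 h; luciferase substrate 15 min; luminescence end-point. Norm. to genistein 10 microM max activation and DMSO; concentration-response curves fitted.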
# AT treatment: potential ataxia-telangiectasia treatment; AID 485349; hit rate 0.19% among 320,000; Potency, µM (titrated, usually from 57.5 µM), for inactives: at the top dose activation, hits mostly activators; […] A-T fibroblasts, KAP-1 phosphorylation AlphaLISA; neocarzinostatin DNA damage 30 min before lysis; also: potency is read from the fitted curve at half-maximal effect; % of control where 0% means no effect; nearly all actives have a fitted effect of over 45% in size
#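 ATM-like activity read as KAP-1 phosphorylation via AlphaLISA donor/acceptor antibody pairs after lysis and 6 hr at 25C. Cells were ATM-null patient fibroblasts ([…], hTERT), dosed 60 min, then exposed to the DSB inducer NCS for 30 min.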
# a7 integrin act: activates integrin-mediated alleviation for muscular dystrophy. Potency, µM (titrated, usually from 38.3 µM), for inactives: at the highest dose activation, usual class: activators. alpha7betagal myoblasts, beta-gal FDG fluorescence, 48 h. hit rate 0.064% among 350,000. AID 624291;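 also: potency is read from the fitted curve at half-maximal effect; 100% = response of the positive control SU9516; nearly all actives have a fitted effect of over 60% in size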
#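 alpha7betagal+/- myoblasts (passage 13, 250/well) treated 48 h at 37C with compounds at 1:260 dilution of DMSO stock. Lysed, then beta-galactosidase activity read as FDG fluorescence (ex 480/em 540) after 30 min, with pre-read for autofluorescence.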
# TRPV1 agonist: activates the human vanilloid receptor TRPV1; Q8NER1; TRPV1-expressing cells, Fluo-8 calcium influx, agonist mode; activation, % at 8.33 µM; hit rate 0.19% among 320,000; AID 540275; in the data active = activation above about 80%; inconclusive = between about 30% and that limit; also: 0% is about no effect
# Target sequence (Q8NER1 whole entry, looked up): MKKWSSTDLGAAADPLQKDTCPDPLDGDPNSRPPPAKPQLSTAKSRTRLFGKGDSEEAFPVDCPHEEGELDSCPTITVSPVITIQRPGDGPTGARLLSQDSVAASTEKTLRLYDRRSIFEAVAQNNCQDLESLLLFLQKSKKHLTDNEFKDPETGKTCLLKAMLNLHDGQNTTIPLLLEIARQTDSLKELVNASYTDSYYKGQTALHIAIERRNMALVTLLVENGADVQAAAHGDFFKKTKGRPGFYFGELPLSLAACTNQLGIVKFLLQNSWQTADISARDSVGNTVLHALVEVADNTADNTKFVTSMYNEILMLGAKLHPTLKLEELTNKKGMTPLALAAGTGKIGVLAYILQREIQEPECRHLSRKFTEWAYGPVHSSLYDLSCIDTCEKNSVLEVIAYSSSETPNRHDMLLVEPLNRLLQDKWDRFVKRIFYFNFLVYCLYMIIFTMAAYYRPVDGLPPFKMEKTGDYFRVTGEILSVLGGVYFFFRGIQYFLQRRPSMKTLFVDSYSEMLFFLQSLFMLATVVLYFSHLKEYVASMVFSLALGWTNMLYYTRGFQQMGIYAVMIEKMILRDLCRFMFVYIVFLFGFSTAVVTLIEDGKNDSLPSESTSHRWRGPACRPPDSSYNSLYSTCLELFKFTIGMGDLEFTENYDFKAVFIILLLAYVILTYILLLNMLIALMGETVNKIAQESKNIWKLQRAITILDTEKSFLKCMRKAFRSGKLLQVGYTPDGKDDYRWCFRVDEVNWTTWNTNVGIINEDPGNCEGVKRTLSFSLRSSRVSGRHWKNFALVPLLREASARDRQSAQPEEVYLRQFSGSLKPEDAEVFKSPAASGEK
#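 Fluo-8 calcium influx in TRPV1-expressing cells, kinetic read (ex 480/em 520 nm). Compound added and read 3 min for agonist activity, followed by capsaicin at EC20 final and 2 min further read for enhancement.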
# B2AR arrestin: beta2AR (human) beta-arrestin recruitment activity; P07550; beta-arrestin recruitment to beta2AR, cell-based reporter; Potency, µM (doses to about 46.1 µM), inactives show top-dose activation, actives largely listed as activators; hit rate 0.02% among 330,000; AID 492947;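 also: potency is read from the fitted curve at half-maximal effect; 0% = DMSO controls and full agonism = EC100 isoproterenol or metaproterenol; nearly all actives have a fitted effect of over 65% in size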
# TCR act: T cell receptor activation; primary human leukocytes, anti-CD3, IL-2 HTRF, 48 h; Potency, µM (doses to about 9.22 µM), without a hit: at the top dose activation of IL-2 secretion, actives largely listed as activators; 330,000 tested, under 10 active; AID 504894; also: % of control where 0% means no effect
#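 Readout: HTRF IL-2, Eu-cryptate/d2 antibody pair, 320nm excitation, 665nm emission. Stimulus: a-CD3 beads, no co-stimulation. Cells: primary human leukocytes. Exposure: 48 hr with compound.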
# * marks the source's active call; other numbers are inactive results; ? = inconclusive; / = not tested or not shown; [ ] = dose if it differs, or a comment. Unless noted, calls follow the shape of the dose curve; as a rule, active = well fitted curve in the direction sought with a large enough effect; inconclusive = small, poorly fitted or top-dose-only effect, or another doubt; inactive = no such curve, though single readings can be large; an effect the other way counts as inactive or inconclusive.
No.	SMILES	PTAP TSG101 blk	MLL CXXC-DNA inh	ELG1 DNA repair	p53 reactivator	BRCA1 expr up	AT treatment	a7 integrin act	TRPV1 agonist	B2AR arrestin	TCR act
1	CC1CCN(S(=O)(=O)c2ccc(NC(=O)C3CSC4(C)CCC(=O)N34)cc2)CC1 (configuration not stated)	-2.9%	/	-10.1%	3.0%	-25.2%	-2.8%	-6.2%	-4.8	-0.1%	-3.3%
2	CN1CCC/C1=C/C=C1\SC(=S)NC1=O	?	?	?	?	10µM*	-11.3%	20.0%	29.5	-0.9%	1.6%[46.1 µM]
3	O=C(NCc1cccs1)c1nc(-c2cccs2)no1	0.6%	14.8%	?	8.8%	?	-0.4%	13.4%	10.7	0.2%	-5.6%
4	CCC(C)Sc1nc2c(c(=O)[nH]c(=O)n2C)n1Cc1ccc(Cl)cc1 (configuration not stated)	-2.1%	2.9%	-19.8%	-11.3%	-45.8%	3.6%	0.5%	11.3	0.2%	-30.3%
5	O=C(c1cccc([N+](=O)[O-])c1)c1cc2ccccc2o1	0.7%	4.5%	?	19.9%	-6.3%	1.5%	4.4%	-5.3	0.3%	1.2%[46.1 µM]
6	CCn1c(NC(=O)C(C)C)c(-c2cccs2)c(=O)c2ccccc21	-5.5%	-2.4%	9.6%	-1.1%	-2.4%	-8.0%	0.7%	12.5	-0.9%	-18.8%
7	COc1ccc2nc(-c3ccccc3)cc(C(=O)OCC(=O)N3CC(C)OC(C)C3)c2c1 (configuration not stated)	-7.9%	/	?	-3.3%	4.8%	27.4%	5.3%	17.5	-0.1%	-6.8%
8	O=C1CSC(c2ccc(F)cc2)N1c1ccccc1F (configuration not stated)	-0.1%	0.1%	0.4%	0.3%	-15.2%	-3.4%	?	1.8	-0.1%	13.4%
9	CSc1ccccc1C(=O)Nc1ccccc1C(=O)N1CCCC1	0.8%	0.3%	10.6%	-10.9%	3.7%	0.5%	4.2%	0.6	-1.3%	-4.8%
10	Cc1cccc(OCc2nnc3n2CCCCC3)c1	-4.1%	-1.8%	16.4%	3.4%	25.7%	13.5%	8.3%	1.2	-0.9%	/
11	CCCn1c(=O)c(C(=O)c2ccccc2)nc2ccccc21	-1.4%	2.2%	-0.8%	-6.3%	10.1%	-1.1%	1.2%	5.5	0.3%	0.3%
12	Cc1cccc(N2N=C(C(=O)Nc3ccc(Cl)c(S(=O)(=O)N4CCOCC4)c3)CCC2=O)c1	-2.8%	/	?	7.4%	-27.6%	-3.7%	10.4%	7.0	0.2%	-6.9%
13	COC(=O)CCCC1=CC2=C(c3ccccc3)C(=O)C(C)(OC(=O)C3CCCC3)C(=O)C2=CN1Cc1ccc(OC)cc1 (configuration not stated)	-5.1%	-18.6%	-4.4%	-0.6%	10.4%	?	-7.1%	-6.1	0.5%	5.2%
14	CCN(CC(=O)NCc1ccc(F)cc1)S(=O)(=O)c1ccc(Cl)s1	-0.8%	/	-3.4%	-4.1%	-1.3%	4.8%	-21.3%	/	-0.1%	-7.5%
15	CN(C)c1ccc(/C=N/Nc2cc(N3CCOCC3)nc(N3CCOCC3)n2)cc1	-2.4%	3.6%	?	-4.8%	-9.4%	-1.5%	-8.5%	-1.2	-0.1%	0.9%
16	CC1Sc2ccc(S(=O)(=O)N3CCC(C(=O)NCCc4ccccc4)CC3)cc2NC1=O (configuration not stated)	-1.2%	5.5%	-8.8%	3.0%	-36.0%	9.4%	-53.2%[inhibitor]	6.0	-0.3%	-3.0%
17	CCOC(=O)C1=C(Nc2ccc(C)cc2)CC(C)(O)C(C(=O)OCC)C1c1ccccc1 (configuration not stated)	-8.7%	8.2%	6.8%	-0.9%	2.2%	4.2%	-13.9%	-2.7	0.2%	6.6%
18	Cc1nc2ccc(NC(=O)Cc3ccccc3F)cc2s1	1.6%	-2.3%	?	10.5%	?	9.2%	-15.5%	?	-1.6%	-2.8%
19	CCS(=O)(=O)c1ccc2oc(SCC(=O)Nc3ccc(OC)c(OC)c3)nc2c1	1.0%	-6.1%	-9.7%	0.5%	-17.6%	0.5%	/	1.4	0.0%	-4.4%
20	Cc1noc(C)c1NC(=O)N(C)C[C@H]1Oc2ccc(NC(=O)C3CCCCC3)cc2C(=O)N([C@H](C)CO)C[C@@H]1C	-4.1%	/	16.1%	7.0%	8.4%	2.7%	-0.9%	/	0.1%	-0.2%
21	CCOC(=O)Cc1csc(NC(=O)COc2ccc(N(C)S(=O)(=O)c3cccs3)cc2)n1	-0.3%	8.9%	18.4µM*	-3.4%	-13.8%	0.4%	-7.2%	0.4	-1.1%	1.8%
22	O=C(CSc1ccccc1)Nc1nnc(-c2ccco2)o1	-3.9%	/	-4.5%	2.9%	-9.2%	-5.2%	5.9%	2.3	-0.8%	-4.0%
23	COc1ccc(Nc2nc(N)c([N+](=O)[O-])c(N3CCCC3)n2)cc1	-5.4%	-1.6%	?	2.1%	-56.1%	-1.7%	-21.2%	1.3	0.1%	-0.1%
24	Cc1nc([N+](=O)[O-])cn1CC(O)c1ccccc1 (configuration not stated)	-2.0%	4.4%	-4.2%	1.0%	3.8%	-1.7%	0.7%	-1.1	0.6%	-2.5%

# Four entries drawn at random from those above, as already listed:
No.	SMILES	PTAP TSG101 blk	MLL CXXC-DNA inh	ELG1 DNA repair	p53 reactivator	BRCA1 expr up	AT treatment	a7 integrin act	TRPV1 agonist	B2AR arrestin	TCR act
22	O=C(CSc1ccccc1)Nc1nnc(-c2ccco2)o1	-3.9%	/	-4.5%	2.9%	-9.2%	-5.2%	5.9%	2.3	-0.8%	-4.0%
18	Cc1nc2ccc(NC(=O)Cc3ccccc3F)cc2s1	1.6%	-2.3%	?	10.5%	?	9.2%	-15.5%	?	-1.6%	-2.8%
19	CCS(=O)(=O)c1ccc2oc(SCC(=O)Nc3ccc(OC)c(OC)c3)nc2c1	1.0%	-6.1%	-9.7%	0.5%	-17.6%	0.5%	/	1.4	0.0%	-4.4%
21	CCOC(=O)Cc1csc(NC(=O)COc2ccc(N(C)S(=O)(=O)c3cccs3)cc2)n1	-0.3%	8.9%	18.4µM*	-3.4%	-13.8%	0.4%	-7.2%	0.4	-1.1%	1.8%

# Part of the list above, with two lines to a compound.
# The line under a structure holds: PTAP TSG101 blk	MLL CXXC-DNA inh	ELG1 DNA repair	p53 reactivator	BRCA1 expr up	AT treatment	a7 integrin act	TRPV1 agonist	B2AR arrestin	TCR act
21: CCOC(=O)Cc1csc(NC(=O)COc2ccc(N(C)S(=O)(=O)c3cccs3)cc2)n1
  -0.3%	8.9%	18.4µM*	-3.4%	-13.8%	0.4%	-7.2%	0.4	-1.1%	1.8%
22: O=C(CSc1ccccc1)Nc1nnc(-c2ccco2)o1
  -3.9%	/	-4.5%	2.9%	-9.2%	-5.2%	5.9%	2.3	-0.8%	-4.0%

# Following part.
No.	SMILES	PTAP TSG101 blk	MLL CXXC-DNA inh	ELG1 DNA repair	p53 reactivator	BRCA1 expr up	AT treatment	a7 integrin act	TRPV1 agonist	B2AR arrestin	TCR act
25	O=C1CCCN1c1ccc(S(=O)(=O)N2CCCCC2)cc1	-1.0%	-4.2%	-0.5%	-4.5%	-2.5%	-2.2%	34.9%	2.6	-0.3%	1.6%
26	c1cncc(-c2nc(-c3ccc4c(c3)OCO4)cs2)c1	-5.1%	-0.8%	?	?	86.9%	-0.6%	-8.8%	1.1	-2.2%	4.1%
27	COc1cc(CN2CCN(CCOCCO)CC2)cc(OC)c1OC	0.1%	-1.5%	-2.2%	-3.8%	3.9%	9.7%	-1.4%	-2.8	-0.4%	10.3%
28	COc1ccc(-c2nn(-c3ccccc3)cc2/C=C\C(=O)Nc2ccc(C(=O)O)cc2)cc1	0.2%	?	10.7%	11.4%	9.6%	-1.3%	33.0%	3.0	0.0%	1.0%
29	CC(C)NC(=O)CCCC(=O)NC(C)C	0.4%	-1.3%	-0.1%	-9.2%	-8.7%	-1.2%	13.2%	-2.3	1.7%	3.3%[46.1 µM]
30	C=CCn1c(=NC(=O)c2ccco2)sc2cc(C(=O)OCC)ccc21	2.3%	13.6%	23.9%	?	0.4%	5.6%	14.5%	0.3	-0.5%	-8.7%[46.1 µM]
31	O=C(C1CCC(CNc2nc(=S)[nH]c3ccccc23)CC1)N1CCN(c2ccccn2)CC1 (configuration not stated)	/	-1.9%	?	-12.2%	-81.0%	0.6%	-22.4%	-2.8	-0.9%	/
32	COc1cc(NC(=O)c2cccnc2SC)cc(OC)c1OC	-2.6%	1.4%	?	20.8%	-10.8%	0.2%	32.8%	2.7	0.0%	2.5%
33	CCOC(=O)C1CCCN(C(=O)CSc2nccn2C)C1 (configuration not stated)	-1.6%	4.6%	10.3%	-0.5%	0.0%	4.7%	-19.6%	-2.9	0.0%	0.2%
